SIAH1 antagonists – blockers of Siah-1 interaction with plectin peptide – biochemical, fluorescence polarization, rhodamine-plectin, uHTS, primary screen (AID 1817). displacement, % at 20 µM; hits with a dose series show IC50 in µM. Siah-1 / rhodamine-plectin peptide fluorescence polarization; higher % means a stronger effect. 290,000 tested, 0.02% active;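 active = displacement of at least 50% at 20 µM, with a fluorescence ratio check between 0.3 and a set limit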;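 also: plate controls were Siah plus tracer with DMSO for no effect and tracer alone without Siah for full effect; strong numbers were not always called active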
Rac1 GTP hydrolysis – MgcRacGAP GTPase-activating activity inhibitors, confirmation, biochemical, ADP Hunter fluorescence | MgcRacGAP-stimulated Rac1 GTP hydrolysis, ADP Hunter fluorescence; higher % means a stronger effect; GST-tagged Rac1 F28L mutant substrate | AID 624330 | 340,000 tested, 0.6% active | one-dose inhibition, % at 30 µM; IC50 in µM for titrated hits;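 active = first-screen hits whose inhibition reached a set limit at any dose in the follow-up dose series; inconclusive = inhibition above the set first-screen limit but never retested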;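 also: fluorescence reports GDP produced by GAP-driven GTP hydrolysis; strong numbers were not always called active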
PhoP inhibition – PhoP-dependent GFP reporter repression – Salmonella Typhimurium, primary screen (AID 1863) | S. Typhimurium PhoP-regulated promoter GFP reporter, 4 h; higher % means a stronger effect | inhibition, % at 50 µM, or IC50 in µM where a hit was titrated | 300,000 tested, 0.16% active;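 active = inhibition over 29.93%, a cutoff 3 SD above the screen mean, later confirmed by dose response; inconclusive = inhibition over 29.93% but no dose response follow-up; inactive = inhibition at most 29.93% or unconfirmed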;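 also: 0% = low Mg2+ inducing control and 100% = high Mg2+ repressing control; strong numbers were not always called active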
LYP phosphatase – PTPN22 lymphoid phosphatase activity blockers – biochemical, fluorescence intensity, uHTS (AID 1779) | recombinant LYP phosphatase, fluorescence intensity; higher % means a stronger effect | 290,000 tested, 0.054% active | inhibition, % at 11.5 µM; hits with a dose series show IC50 in µM; in the data active = inhibition above about 50%;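 also: plate controls were vehicle with enzyme for no effect and no enzyme for full effect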
GPR35 antagonists – GPR35 antagonists blocking zaprinast-driven arrestin recruitment, primary screen, imaging, U2OS, beta-arrestin-GFP, zaprinast agonist (AID 2058). U2OS GPR35 beta-arrestin-GFP translocation imaging, zaprinast antagonism; higher % means a stronger effect. one-dose inhibition, % at 10 µM; IC50 in µM for titrated hits. 290,000 tested, 0.052% active;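 active = inhibition of at least 50% with at least 30 cells and total cytoplasm GFP at most 10,000,000; inconclusive = under 30 cells or total GFP of 10,000,000 plus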
Myeloid diff MLP – myeloid differentiation induction | 360,000 tested, 1% active | ER-HoxA9 myeloid progenitors, lysozyme-GFP differentiation, flow cytometry | calls only at 10 µM | AID 624256;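 active = normalized GFP-positive differentiation at or above the plate's own cutoff, the solvent-only control mean plus 3 SD; inconclusive = no clear call, values can overlap the other calls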;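 also: cells exposed to compound for four days before flow analysis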
GPR55 LPI antagonism – inhibition of LPI-stimulated GPR55 beta-arrestin translocation – imaging, U2OS, beta-arrestin-GFP, LPI agonist, primary screen (AID 2013). U2OS GPR55 beta-arrestin-GFP translocation imaging, LPI antagonism; higher % means a stronger effect. inhibition, % at 10 µM, or IC50 in µM where a hit was titrated. 290,000 tested, 0.13% active;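 active = spots per cell inhibited over 60%, with over 100 cells counted and total cytoplasm intensity under 500,000; inconclusive = wells with under 100 cells, flagged as likely toxic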;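 also: U2OS cells stably carrying GPR55 and arrestin-GFP stimulated by 5 µM LPI near EC80; imaged beta-arrestin-GFP aggregate spots per cell after agonist stimulation; plate controls were LPI-stimulated DMSO wells for no effect and DMSO wells without LPI for full effect; some results filed as inactive read as strong as hits; confirmed hits need IC50 under 10 µM and bright autofluorescent wells are also inconclusive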
HIV peptide binding – cell-free HIV fusion peptide-binding blockers – biochemical, uHTS, fluorescence dequenching, primary screen (AID 1986); one-dose inhibition, % at 20 µM; IC50 in µM for titrated hits; 290,000 tested, 0.3% active; cell-free peptide binding, fluorescence dequenching, 30 min; higher % means a stronger effect; in the data active = inhibition mostly above about 52%, no sharp cut-off; inactive = mostly below about 76%; also: some results filed as inactive read as strong as hits
NTR1 ag – NTR1-driven beta-arrestin-GFP spot formation – imaging, U2OS cells, high content, primary screen (AID 493036) | P30989 | agonist mode | activation, % at 20 µM | 330,000 tested, 0.17% active;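 active = activation at or above 40% of the spot to cytoplasm intensity ratio, with at least 20 cells analyzed; inconclusive = wells under 20 cells, flagged as cytotoxic or low count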;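 also: 0% = DMSO without peptide and 100% = 100 nM NTR1 peptide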
Target sequence (P30989 whole entry, looked up): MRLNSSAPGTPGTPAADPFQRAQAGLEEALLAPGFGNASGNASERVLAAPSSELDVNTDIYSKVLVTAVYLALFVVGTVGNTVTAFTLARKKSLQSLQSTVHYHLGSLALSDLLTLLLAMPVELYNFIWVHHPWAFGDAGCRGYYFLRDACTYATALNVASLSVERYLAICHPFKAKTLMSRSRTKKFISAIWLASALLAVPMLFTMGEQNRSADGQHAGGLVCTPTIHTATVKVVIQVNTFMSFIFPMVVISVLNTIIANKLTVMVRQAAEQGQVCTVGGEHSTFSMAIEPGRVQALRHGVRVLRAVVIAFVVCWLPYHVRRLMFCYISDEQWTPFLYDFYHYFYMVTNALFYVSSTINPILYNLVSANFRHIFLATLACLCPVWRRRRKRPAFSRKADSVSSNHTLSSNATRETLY
NTR1 ag cell count 20 µM – further read-out of NTR1 ag, marked with its call; cell count; measured here: cell count, cytotoxicity flag
Myeloid diff MLP GFP+ MAC1+ % – further read-out of Myeloid diff MLP, marked with its call; GFP+ MAC1+ double positive, %; measured here: differentiation confirmed by MAC1 staining
* = called active by the depositor; i = inactive; u = inconclusive; x = no result given; & = joins results of further samples. Not all compounds are listed; the hit share may differ from the screen's.

[1] CNCCCN1c2ccccc2CCc2ccccc21
[2] CC(C)=CCOc1c2ccoc2cc2oc(=O)ccc12
[3] CN(C)CCCC1(c2ccc(F)cc2)OCc2cc(C#N)ccc21 (stereo not given)
[4] COc1ccc(-c2cc(=O)c3c(O)cc(O[C@@H]4O[C@H](CO[C@@H]5O[C@@H](C)[C@H](O)[C@@H](O)[C@H]5O)[C@@H](O)[C@H](O)[C@H]4O)cc3o2)cc1O
[5] CCCCNc1ccc(C(=O)OCCOCCOCCOCCOCCOCCOCCOCCOCCOC)cc1

assay / compound | 1 | 2 | 3 | 4 | 5
SIAH1 antagonists | -1% | 5% | 1%&5% | 0% | x
Rac1 GTP hydrolysis | 3% | -8% | 8% | 2% | 5%
PhoP inhibition | 8%&-2% | 4%&3% | 9%&-11%&-11% | 2% | 3%
LYP phosphatase | -1% | -6% | -4%&-6% | -9% | x
GPR35 antagonists | 1% | 8% | 0%&-8% | -4% | x
Myeloid diff MLP | i | i | i | i | i
Myeloid diff MLP GFP+ MAC1+ % | 1.4 | 2.9 | 1.2 | 1.4 | 3.0
GPR55 LPI antagonism | 6% | 4% | 9%&3% | 2% | x
HIV peptide binding | -1.3% | 3.6% | -1.3%&-1.6% | -0.6% | x
NTR1 ag | -0.6 | -0.7 | -1.8 | -0.2 | 0.6
NTR1 ag cell count 20 µM | 47 | 89 | 68 | 69 | 64

4 structures already listed, ordered by molar mass, highest first:
[4] COc1ccc(-c2cc(=O)c3c(O)cc(O[C@@H]4O[C@H](CO[C@@H]5O[C@@H](C)[C@H](O)[C@@H](O)[C@H]5O)[C@@H](O)[C@H](O)[C@H]4O)cc3o2)cc1O
[3] CN(C)CCCC1(c2ccc(F)cc2)OCc2cc(C#N)ccc21 (stereo not given)
[2] CC(C)=CCOc1c2ccoc2cc2oc(=O)ccc12
[1] CNCCCN1c2ccccc2CCc2ccccc21

assay / compound | 4 | 3 | 2 | 1
SIAH1 antagonists | 0% | 1%&5% | 5% | -1%
Rac1 GTP hydrolysis | 2% | 8% | -8% | 3%
PhoP inhibition | 2% | 9%&-11%&-11% | 4%&3% | 8%&-2%
LYP phosphatase | -9% | -4%&-6% | -6% | -1%
GPR35 antagonists | -4% | 0%&-8% | 8% | 1%
Myeloid diff MLP | i | i | i | i
Myeloid diff MLP GFP+ MAC1+ % | 1.4 | 1.2 | 2.9 | 1.4
GPR55 LPI antagonism | 2% | 9%&3% | 4% | 6%
HIV peptide binding | -0.6% | -1.3%&-1.6% | 3.6% | -1.3%
NTR1 ag | -0.2 | -1.8 | -0.7 | -0.6
NTR1 ag cell count 20 µM | 69 | 68 | 89 | 47

(more compounds)
[6] C[N+]1(C)CCC(=C(c2ccccc2)c2ccccc2)CC1
[7] CCC(NC(C)C)C(O)c1ccc(O)c2[nH]c(=O)ccc12 (stereo not given)
[8] CCOC(=O)[C@H](CCc1ccccc1)N[C@@H](C)C(=O)N1Cc2ccccc2C[C@H]1C(=O)O
[9] Oc1ccc(C2CNCCc3c2cc(O)c(O)c3Cl)cc1 (stereo not given)
[10] N#Cc1ccc(C(c2ccc(C#N)cc2)n2cncn2)cc1

assay / compound | 6 | 7 | 8 | 9 | 10
SIAH1 antagonists | x | 8% | x | x | 4%
Rac1 GTP hydrolysis | 1% | 5% | 1% | 2%&12% | x
PhoP inhibition | 3% | 0% | -1% | -6%&4% | -6%
LYP phosphatase | x | -5% | x | x | -4%
GPR35 antagonists | x | -6% | x | x | -12%
Myeloid diff MLP | i | i | i | i | i
Myeloid diff MLP GFP+ MAC1+ % | 2.7 | 1.4 | 1.4 | 1.3&2.7 | 2.3
GPR55 LPI antagonism | x | -8% | x | x | 12%
HIV peptide binding | x | 1.2% | x | x | -1.0%
NTR1 ag | -1.3 | 1.7 | -2.2 | -0.8&2.2 | -0.7
NTR1 ag cell count 20 µM | 64 | 54 | 46 | 42&47 | 62

Reprinted from the part before: four entries, then new ones.
[7] CCC(NC(C)C)C(O)c1ccc(O)c2[nH]c(=O)ccc12 (stereo not given)
[8] CCOC(=O)[C@H](CCc1ccccc1)N[C@@H](C)C(=O)N1Cc2ccccc2C[C@H]1C(=O)O
[9] Oc1ccc(C2CNCCc3c2cc(O)c(O)c3Cl)cc1 (stereo not given)
[10] N#Cc1ccc(C(c2ccc(C#N)cc2)n2cncn2)cc1
[11] C=CC[n+]1ccc(/C=C2\C=Cc3cc(C)ccc3N2CC)c2ccccc21
[12] CC(=O)Nc1ccc(CC(=O)O)cc1
[13] NOCC(=O)O
[14] O=c1oc2c(O)c(O)cc3c(=O)oc4c(O)c(O)cc1c4c23
[15] Cc1ccc(=O)n(-c2ccccc2)c1
[16] COc1cc2ncnc(Nc3cccc(Cl)c3)c2cc1OC

assay / compound | 7 | 8 | 9 | 10 | 11 | 12 | 13 | 14 | 15 | 16
SIAH1 antagonists | 8% | x | x | 4% | -19% | -2% | x | 108% | x | 7%
Rac1 GTP hydrolysis | 5% | 1% | 2%&12% | x | 17% | 6% | 2% | u | 1% | x
PhoP inhibition | 0% | -1% | -6%&4% | -6% | u | -7%&0% | -5% | 13% | -6% | -7%
LYP phosphatase | -5% | x | x | -4% | -7% | -5% | x | -2% | x | -1%
GPR35 antagonists | -6% | x | x | -12% | -15% | -15% | x | -3% | x | -10%
Myeloid diff MLP | i | i | i | i | u | i | i | i | i | x
Myeloid diff MLP GFP+ MAC1+ % | 1.4 | 1.4 | 1.3&2.7 | 2.3 | x | 2.5 | 0.7 | 2.0 | 2.1 | x
GPR55 LPI antagonism | -8% | x | x | 12% | -3% | 4% | x | 0% | x | 9%
HIV peptide binding | 1.2% | x | x | -1.0% | -4.8% | -1.2% | x | 54%* | x | 3.8%
NTR1 ag | 1.7 | -2.2 | -0.8&2.2 | -0.7 | x | -0.3 | 2.0 | x | 0.2 | x
NTR1 ag cell count 20 µM | 54 | 46 | 42&47 | 62 | x | 66 | 73 | x | 67 | x
